# CHRM4 agonist: CHRM4 agonism in calcium assay; CHO-K1 hM4/Gqi5, Fluo-8 calcium fluorescence; vehicle 0%, full acetylcholine response 100%; actives 0.14% (n = 360,000); AID 624127; P08173; activation, % at 3 µM;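 active means activation above the run mean over all test wells plus 3 SD, cut at about 32% in these data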;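 further: peak over basal fluorescence ratio per well then scaled between controls; 0% = DMSO wells and 100% = acetylcholine at EC100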
# M5 PAM: potentiates acetylcholine response at human M5 receptor; CHO-K1 hM5, Fluo-8 calcium, ACh EC20 PAM; 0% = ACh EC20, 100% = ACh EC100; activation, % at 3 µM; actives 0.3% (n = 360,000);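 active means activation above the run cutoff, the mean activation of all test compounds plus 3 SD, cut at about 18% in these data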
#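 System: CHO-K1 hM5 cells. Reagent: acetylcholine, EC20 level. Compound dosing: single dose, 3 µM nominal final test concentration. Timing: Post-acetylcholine fluorescence recording 140 s. Detection: Fluo-8 calcium fluorescence. Read-out: % activation, ACh-normalized. Benchmarks: ACh EC20 and EC100 wells. Repeats: singlicate, one well per test compound.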
# CHRM1 PAM: human CHRM1 positive allosteric modulation. CHO-K1 hM1, Fluo-8 calcium fluorescence, ACh EC20; 0% = ACh EC20, 100% = maximal ACh. activation, % at 3 µM. actives 0.088% (n = 360,000). P11229. AID 588819; in the data active means activation above about 19%, passing the limit was not always enough
# Target sequence (P11229 whole entry, looked up): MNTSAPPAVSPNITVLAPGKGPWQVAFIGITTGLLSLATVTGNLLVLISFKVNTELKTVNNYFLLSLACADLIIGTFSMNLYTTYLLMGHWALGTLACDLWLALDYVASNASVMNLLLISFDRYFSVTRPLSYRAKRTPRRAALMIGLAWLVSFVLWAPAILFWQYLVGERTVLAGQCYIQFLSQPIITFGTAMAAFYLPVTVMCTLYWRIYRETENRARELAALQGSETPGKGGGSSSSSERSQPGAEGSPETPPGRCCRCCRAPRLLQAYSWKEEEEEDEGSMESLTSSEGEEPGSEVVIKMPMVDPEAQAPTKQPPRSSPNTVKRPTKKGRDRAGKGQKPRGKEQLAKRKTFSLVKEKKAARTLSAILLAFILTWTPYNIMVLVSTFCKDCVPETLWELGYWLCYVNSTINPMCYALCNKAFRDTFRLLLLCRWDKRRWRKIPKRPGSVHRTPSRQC
# CHRM4 antagonist: blocks acetylcholine activation of human M4 receptor; P08173; inhibition, % at 3 µM; CHO-hM4 cells, ACh EC80, Fluo-8 calcium fluorescence; AID 624125; actives 0.73% (n = 360,000);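 active means inhibition above its plate's cutoff, the mean inhibition of sample wells plus 3 SD, cut at about 27% in these data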;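 further: 0% = acetylcholine EC80 with DMSO and 100% = DMSO without agonist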
# M1 ag: activates human CHRM1 receptor; P11229; CHO-K1 hM1, Fluo-8 calcium fluorescence, agonist mode; 0% DMSO, 100% acetylcholine EC100; activation, % at 3 µM; actives 0.33% (n = 360,000); AID 588814;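 active means activation above the run's mean compound activation plus 3 SD, cut at about 16% in these data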;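 further: peak over basal fluorescence ratio within a 140 s kinetic read after compound addition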
# CHRM5 agonist: agonists of human muscarinic M5 receptor (CHRM5); P08912; CHO-K1 hM5 cells, Fluo-8 calcium fluorescence; 0% DMSO wells, 100% maximal acetylcholine response; activation, % at 3 µM; actives 0.19% (n = 360,000); AID 624037;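 active means activation above the run's mean over test compounds plus 3 SD, cut at about 23% in these data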;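 further: signal is peak over basal fluorescence ratio across the kinetic read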
# M1 antag: antagonists of human M1 muscarinic receptor; actives 1.3% (n = 360,000); inhibition, % at 3 µM; CHO-K1 hM1, Fluo-8 calcium fluorescence, ACh EC80 antagonist; AID 588852; P11229;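 active means percent inhibition above its own plate's cutoff, namely the mean of that plate's compound wells plus 3 SD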;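 further: peak over basal fluorescence ratio during 140 s after agonist addition; 0% = ACh EC80 plus DMSO and 100% = DMSO alone without agonist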
# TAAR1 agonist: human TAAR1 agonism; CHO RD-HGA16 TAAR1, Fluo-8 calcium fluorescence; vehicle wells 0%, saturating PEA agonist 100%; actives 0.99% (n = 360,000); AID 624467; activation, % at 3 µM;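 active means activation above the mean activation of all test compounds in the run plus 3 SD, cut at about 38% in these data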
# Target sequence (Q96RJ0 whole entry, looked up): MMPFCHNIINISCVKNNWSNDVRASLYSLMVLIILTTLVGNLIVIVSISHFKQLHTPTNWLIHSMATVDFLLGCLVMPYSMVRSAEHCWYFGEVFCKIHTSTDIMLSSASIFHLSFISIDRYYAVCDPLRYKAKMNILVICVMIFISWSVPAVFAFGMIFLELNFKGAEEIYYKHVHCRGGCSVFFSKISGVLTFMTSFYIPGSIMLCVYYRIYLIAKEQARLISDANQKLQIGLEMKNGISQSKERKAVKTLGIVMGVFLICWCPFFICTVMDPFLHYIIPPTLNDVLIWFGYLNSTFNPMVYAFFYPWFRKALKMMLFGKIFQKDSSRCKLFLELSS
#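 System: CHO-derived RD-HGA16 cells with stable Gα16 and human TAAR1. Times: 17-24 h plating, Fluo-8 75 min 37 °C, 30 min RT. Measured by: calcium-sensitive Fluo-8 signal, excitation 470-495, emission 515-575 nm. Read-out basis: % activation relative to PEA EC100 response. Control set: DMSO and PEA EC100. Repeats: no replicates (n 1).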
# M5 antag: antagonists of human muscarinic M5 receptor (CHRM5). actives 0.59% (n = 360,000). inhibition, % at 3 µM. P08912. CHO-hM5 cells, Fluo-8 calcium fluorescence, ACh EC80;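 active means inhibition above a per-plate cutoff, the mean of that plate's test compounds plus 3 SD, cut at about 27% in these data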;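 further: 0% = acetylcholine EC80 with DMSO and 100% = DMSO without agonist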
# * = called active by the depositor; / = no result given. The list is partial, so the mix of outcomes need not match the whole.
SMILES,CHRM4 agonist,M5 PAM,CHRM1 PAM,CHRM4 antagonist,M1 ag,CHRM5 agonist,M1 antag,TAAR1 agonist,M5 antag
Cc1cc2cc(CNC(=O)c3ccc(S(=O)(=O)N4CCOCC4)cc3)ccc2n1C,2,-7,-31,39*,-10,-2,76*,1,2
COc1cc(/C=C2/C(=O)NN(c3cccc(Cl)c3)C2=O)cc(OC)c1O,1,4,11,2,7,3,-12,18,1
O=S(=O)(c1cccc(Cl)c1Cl)N1CCCCC1,-2,-1,4,1,-7,-8,-10,-3,-2
CC(=O)N1c2ccc(S(=O)(=O)N3CCC(C(=O)NCc4ccc(N(C)C)cc4)CC3)cc2CC1C (stereo unspecified),2,4,5,-6,-2,-1,0,-1,1
COc1ccc(C(=O)Nc2nnc(-c3ccccc3)o2)cc1OC,1,-2,-3,12,-3,-1,-7,11,-3
CCOc1cc(C(=O)N2CCC(CC3CC(c4cccc(Br)c4)=NO3)(C(=O)NCC3CCCCC3)CC2)cc(OCC)c1OCC (stereo unspecified),0,0,3,-13,-9,1,-7,0,9
O=C(N/N=C/c1ccc(F)c(F)c1)c1cc2c(s1)-c1ccccc1CC2,0,3,8,0,-4,-3,-7,4,-12
CC1=C(C#N)C(=O)NC(=O)/C1=C/c1ccc(-c2ccc(S(N)(=O)=O)cc2)o1,1,-5,7,-2,-5,1,0,0,9
CC(C)NC(=O)C(C)N1CCN(S(=O)(=O)c2ccc3ccccc3c2)CC1 (stereo unspecified),5,-8,-2,-4,-1,2,-3,0,13
CCCCNCC(O)(c1ccc(Cl)cc1)c1ccc(Cl)cc1,5,-5,-2,-1,0,6,2,28,6
COc1ccc(-c2nn(-c3ccccc3)cc2/C=C2/SC(=S)N(CCC(=O)O)C2=O)cc1,3,3,17,-2,0,0,-8,-1,0
COc1cccc(NC(=O)CN2C(=O)NC(c3ccccc3)(c3ccccc3)C2=O)c1,8,-4,7,8,0,0,-1,8,18
O=c1cc(-c2ccccc2)[nH]c2[nH]n(-c3ccccc3)c(=O)c12,-1,4,5,2,0,4,4,7,-3
Cc1cccc(NC(NC(=O)c2ccccc2[N+](=O)[O-])C(Cl)(Cl)Cl)c1 (stereo unspecified),1,1,3,6,-10,0,-9,1,2
O=C1Nc2ccccc2OC1CC(=O)N1CCOCC1 (stereo unspecified),2,-2,-9,4,1,3,20,1,1
c1cc(Nc2ncnc3sc4c(c23)CCC4)ccn1,1,-2,-4,-6,-8,-18,8,0,6
Cc1ccccc1C(=O)NCC(=O)OCCOc1ccc(C(C)C)c(C)c1,9,1,-2,-14,-4,-6,1,-3,2
COc1ccc(C)cc1NC(=O)N1CCC(CO)(CC2CCCCO2)CC1 (stereo unspecified),2,-3,1,7,-4,-3,-1,-1,7
CCn1c(COc2cccc(C)c2)nnc1SCC(=O)Nc1cccc(C(=O)OC)c1,9,-14,3,-4,0,4,-2,6,4
CC(C)CCN=CC1=C(O)CC(c2ccccc2)CC1=O (stereo unspecified),0,-6,-2,8,-14,-10,0,3,5
COc1ccc(CN(C)C(=O)C2CCN(S(=O)(=O)c3cccs3)CC2)cc1F,6,1,0,-15,-3,5,7,0,-12
COc1ccccc1/C=C(\NC(=O)c1ccc(OC)c(OC)c1)C(=O)Nc1cc([N+](=O)[O-])ccc1C,3,-3,-3,-6,-5,0,5,2,-7
CCc1ccc(NC(=O)c2ccc3nc(N)sc3c2)cc1,3,1,7,-1,-3,-1,-5,7,-6
Cn1nnc2cc(C(=O)NC(C)(C)C)ccc21,0,-9,-3,11,-4,1,8,5,3
FC(F)Oc1ccccc1NC(=S)NCCc1ccccc1,1,-3,0,-4,-4,-6,-4,51*,-2
Cc1ccccc1C(=O)NNC(=O)C1CCN(c2ncccn2)CC1,1,-3,3,-6,-2,-3,-5,-2,8
C[C@H](O)[C@@H]1C(=O)N2CCc3c([nH]c4ccccc34)[C@@H]2C[C@@H]1N(C)C(=O)Nc1ccccc1,0,-3,-5,4,-2,1,2,1,8
O=C(CCc1nc2ccccc2c(=O)[nH]1)NNC(=O)c1ccccc1Cl,2,5,9,-1,-1,5,-9,7,-7
CC(NC(=O)c1ccccc1Cl)NC(=O)c1ccccc1Cl,2,2,14,-9,1,5,-16,6,1
COc1ccc(CCNC(=O)C2CC(c3ccccc3[N+](=O)[O-])=NO2)cc1 (stereo unspecified),1,-7,1,-3,-2,4,2,4,4
NC(=O)C(=O)N/N=C/c1c[nH]c2ccc(Br)cc12,5,1,13,-2,-3,0,-11,-1,-3
NC(=O)C1CC(=O)N(c2ccc(OCc3c(Cl)cccc3Cl)cc2)C1 (stereo unspecified),3,-2,4,-2,2,-4,-3,44*,11
O=C(CSc1nc(-c2ccco2)cc(C(F)(F)F)n1)N1CCCc2ccccc21,0,-2,8,-6,-1,1,-11,5,1
O=S1(=O)CC(N2CCCC2)CN1Cc1cn(Cc2ccc(F)cc2)nn1 (stereo unspecified),0,-2,/,4,/,-1,/,5,4
CNC(=O)/C(C#N)=C1/SC(Cc2ccc(F)cc2)C(=O)N1c1ccccc1 (stereo unspecified),8,2,5,-5,-2,4,-10,3,-4
COc1ccc(C(=O)Cn2c(=O)c(CCC(=O)O)nn3c4ccccc4nc23)cc1OC,0,3,7,-6,-3,-2,-12,8,-7
O=C(Nc1ccc(S(=O)(=O)Nc2nccs2)cc1)c1ccc(N2C(=O)c3ccccc3C2=O)cc1,1,0,5,3,-7,-2,-2,10,7
CCOC(=O)C1CCN(C(=O)c2ccc3nc(-c4ccc(OC)cc4)c(-c4ccc(OC)cc4)nc3c2)CC1,-1,3,1,-2,-4,-6,-1,-1,1
N#CC1=C(N)Oc2cc(O)ccc2C1c1cccnc1 (stereo unspecified),1,-3,5,-1,-5,1,-5,11,-6
CCOc1ccc(CCNC(=O)CN2C(=O)CCSc3ccccc32)cc1OCC,1,-3,1,0,-3,1,-3,0,-3
CC(C)C(=O)Nc1ccc(C(=O)NNC(=O)NC2CCCCC2)cc1,0,-1,3,-7,-3,1,-1,12,3
Cc1ccc(-c2noc(C3CCCN(C(=O)c4ccc(Cl)cc4)C3)n2)o1 (stereo unspecified),7,1,12,-5,-4,-2,-13,-2,2
O=C(Nc1cccc(Cl)c1Cl)C1CCN(c2ncccn2)CC1,6,-3,0,-1,-3,5,-5,23,2
CC(C)N1CCC(N2CCN(Cc3ccc4nsnc4c3)CC2CCO)CC1 (stereo unspecified),1,7,7,-9,-7,-2,-7,6,4
CCOC(=O)N1CCC(NC(=O)CC2C(=O)NCCN2Cc2ccccc2)CC1 (stereo unspecified),0,-5,5,12,-3,-2,-3,1,6
C=CCn1c(COc2ccc(Cl)cc2)nnc1SCC(=O)Nc1ccc(S(N)(=O)=O)cc1,0,-4,4,9,-6,0,-3,1,0
Cc1ccc(C)c(OCc2nc3ccc(S(=O)(=O)Nc4c(C)n(C)n(-c5ccccc5)c4=O)cc3[nH]2)c1,0,-2,11,3,-3,-7,-12,2,6
O=C(COC(=O)c1ccc([N+](=O)[O-])cc1)Nc1cccnc1Cl,1,3,8,1,-1,-4,-17,1,-4
Cc1onc(-c2ccccc2Cl)c1C(N)=O,1,2,4,-3,-3,-4,-4,1,-4
CC1=CCC(Cc2nc3ccccc3o2)C1(C)C (stereo unspecified),0,0,4,-1,-3,-2,4,-1,-1
C=CCN(C(=O)c1csnn1)C(C(=O)NCc1ccc(F)cc1)c1ccccc1F (stereo unspecified),12,-8,-5,9,0,3,-2,21,2
COc1ccc(NC(=O)C2(c3cccs3)CCOCC2)cc1,2,0,8,17,-3,-3,-17,0,8
O=S(=O)(NCc1ccco1)c1ccc(Cl)nc1,0,9,1,-9,-3,0,10,-1,-8
CCc1cc2c(NCCN3CCCCC3)ncnc2s1,0,7,2,1,-4,-8,1,2,0
O=C(O)c1ccc(CNC(=O)c2ccccc2NC(=O)c2ccc([N+](=O)[O-])cc2)cc1,1,-8,9,-4,-8,-5,6,0,19
CCOC(=O)N1CCN(CCC(=O)Nc2ccc(OC(F)(F)F)cc2)CC1,3,0,4,-6,-4,1,-16,7,-5

# High-throughput results as filed in PubChem BioAssay.
